XiGFP reactiv: activators of X-chromosome reactivation in mouse fibroblasts. XiGFP mouse fibroblasts, % GFP-positive cells imaging, 3 d; cells co-treated with 5-aza-dC sensitizer; scaled so ellipticine positive control = 100%. activation, % at 7.58 µM. 360,000 tested, 0.055% active. AID 743238;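 active means mean normalized replicate activation at least 10% and every replicate at or above 10%; inconclusive means only one of the two criteria met; inactive means mean below 10% and not all replicates reach 10%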;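 further: 0% = median of on-plate neutral control wells and 100% = ellipticine 6 µM median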
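Material: XiGFP fibroblasts, SV40-immortalized. Buffer or medium: DMEM plus 5-aza-dC sensitizer. Compound: single concentration per compound, delivered by pin transfer. Times: 3 days compound exposure. Controls: ellipticine 6 µM.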
Cneo AK release: causes C. neoformans cell lysis; AID 651654; adenylate kinase release luminescence, 4 h; normalised: neutral wells 0, clomiphene wells 100; lysis activity, % at 15 µM; 360,000 tested, 0.2% active;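 active means mean lysis activity across replicates of at least 80%, whatever share of replicates individually reach that level; inactive means mean lysis activity below 80%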
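Material: C. neoformans cells; Schedule: 4 h static compound exposure, 37 °C, read 1 h post-reagent; Measured by: adenylate kinase release luminescence; Read-out: signal increase indicating cell lysis; Controls: Clomiphene as positive lysis control.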
Statin myotox sup: suppression of simvastatin myotoxicity | C2C12 myotubes + simvastatin, ATP luminescence, 48 h; scaled: DMSO 0, geranylgeraniol control 100 | rescue of ATP level, % at 7.49 µM | 330,000 tested, 0.78% active;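 active means mean ATP rescue above about 67%, or every replicate alone reaching that limit, limit read from the data, passing the limit was not always enough; inconclusive means no clear call, values can overlap the other calls; inactive means mean under the limit and some replicate under it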;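 further: myotubes were challenged with 10 µM simvastatin during compound exposure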
PGC1a acetyl inh: modulators of PGC1a acetylation; AID 651687; U2OS PGC1a acetylation, AlphaScreen anti-acetyl-lysine; with virally co-expressed GCN5 acetyltransferase; 350,000 tested, 0.17% active; inhibition, % at 15.6 µM;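 active means every replicate shows inhibition of at least 40%; inconclusive means mean inhibition at least 40% but some replicate below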;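 further: 0% = neutral control wells and 100% = positive control wells; some results beyond the cut were filed as inactive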
SIRT5 block: sirtuin-5 (human) deacylase inhibition. Q9NXA8. Purified SirT5, succinyl-peptide AMC, trypsin-coupled fluorescence. inhibition, % at 15 µM. 330,000 tested, 1.1% active. AID 652115; in the data active means inhibition above about 15%; inconclusive means no clear call, values can overlap the other calls
LGR2 inh: blocks bursicon-induced cAMP signaling via Drosophila LGR2 | inhibition, % at 9.99 µM | 380,000 tested, 0.35% active | HEK293 LGR2, CRE-luciferase, bursicon-stimulated, 4 h | AID 720647;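 active means drop in luminescence signal, shown as inhibition above about 50% in the replicate tests, limit read from the data, passing the limit was not always enough; inconclusive means probably only some replicates passing the limit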;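 further: agonist challenge used bursicon conditioned medium at about half maximal strength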
S100A4 MyoIIA: inhibitors of human S100A4 binding to myosin IIA peptide | P26447 | S100A4/TAMRA-MyoIIA peptide fluorescence polarization | inhibition, % at 10.7 µM | 360,000 tested, 0.14% active;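 active means mean inhibition of at least 70% across replicates, with every replicate also reaching that level; inconclusive means mean inhibition reaches 70% but some replicates fall short; inactive means mean inhibition below 70%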
Target sequence (P26447 whole entry, looked up): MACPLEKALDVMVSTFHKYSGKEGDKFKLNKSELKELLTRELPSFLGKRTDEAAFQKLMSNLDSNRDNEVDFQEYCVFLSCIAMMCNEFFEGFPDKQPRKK
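incubation = readout 5 min after mixing, signal stable up to 60 min | system = S100A4 monomer protein | buffer or medium = HEPES pH 7.2 with CaCl2, KCl, NaCl, DTT, Triton | benchmarks = neutral control DMSO, positive control TFP | also added = fluorescent myosin IIA peptide, 5 nM | compound dosing = one concentration per compound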
ERAP1 inh: inhibitors of human ERAP1 aminopeptidase; inhibition, % at 10.7 µM; recombinant ERAP1, Leu-AMC fluorescence, 60 min; 340,000 tested, 0.15% active; Q9NZ08;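 active means mean replicate inhibition of at least 30%, or all replicates individually reaching that 30% level; inactive means mean below 30% and not every replicate reaching it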;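 further: 0% = neutral control wells and 100% = L-leucinethiol positive control wells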
Target sequence (Q9NZ08 whole entry, looked up): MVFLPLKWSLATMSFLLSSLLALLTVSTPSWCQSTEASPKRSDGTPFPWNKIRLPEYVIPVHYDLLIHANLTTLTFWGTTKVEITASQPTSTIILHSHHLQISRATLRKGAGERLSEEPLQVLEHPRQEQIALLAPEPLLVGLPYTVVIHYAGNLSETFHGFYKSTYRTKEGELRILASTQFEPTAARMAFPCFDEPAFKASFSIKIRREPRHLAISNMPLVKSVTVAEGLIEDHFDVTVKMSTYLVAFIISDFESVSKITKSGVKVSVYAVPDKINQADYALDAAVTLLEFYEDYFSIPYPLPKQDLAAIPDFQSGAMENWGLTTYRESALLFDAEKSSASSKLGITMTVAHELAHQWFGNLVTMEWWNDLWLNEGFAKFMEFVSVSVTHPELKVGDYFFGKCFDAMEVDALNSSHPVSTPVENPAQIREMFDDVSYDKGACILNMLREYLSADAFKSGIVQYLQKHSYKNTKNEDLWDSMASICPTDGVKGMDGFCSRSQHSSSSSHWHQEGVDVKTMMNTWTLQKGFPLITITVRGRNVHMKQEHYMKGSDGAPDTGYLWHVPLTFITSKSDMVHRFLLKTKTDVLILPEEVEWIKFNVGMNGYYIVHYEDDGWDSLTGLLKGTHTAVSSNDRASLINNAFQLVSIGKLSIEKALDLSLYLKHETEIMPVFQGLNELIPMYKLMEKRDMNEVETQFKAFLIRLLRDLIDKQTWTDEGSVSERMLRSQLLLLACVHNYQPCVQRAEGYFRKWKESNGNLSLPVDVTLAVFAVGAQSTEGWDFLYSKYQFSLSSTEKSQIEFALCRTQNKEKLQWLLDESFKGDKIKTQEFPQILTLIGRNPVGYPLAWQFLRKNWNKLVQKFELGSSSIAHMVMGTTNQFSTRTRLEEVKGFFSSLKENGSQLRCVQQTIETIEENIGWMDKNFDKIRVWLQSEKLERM
* marks the source's active call; other numbers are inactive results; ? = inconclusive; . = no result given. Only part of the results is shown; the hit share may differ from the screen's.

mol,XiGFP reactiv,Cneo AK release,Statin myotox sup,PGC1a acetyl inh,SIRT5 block,LGR2 inh,S100A4 MyoIIA,ERAP1 inh
CC(C)NC(=O)Nc1ccc2c(c1)CC(=O)N([C@@H](C)CO)C[C@H](C)[C@H](CN(C)CC1CC1)O2,-0.4,-4,-21,5,-2,12,-3,0
C/C(=N/NC(=O)CNS(=O)(=O)c1ccccc1)c1ccc(Br)cc1,0.3,7,22,-3,-2,-5,-9,-1
CCC(=O)N1CC(=O)N2[C@H](CO)[C@@H](c3ccc(-c4ccc(C(=O)N(C)C)cc4)cc3)[C@@H]2C1,0.4,.,.,-8,-3,-15,-2,-1
O=C(c1cc(-c2ccccc2)n[nH]1)N1CCc2c([nH]c3ccccc23)C1c1ccccn1 (configuration not stated),0.1,3,20,-9,1,1,5,-2
CCCC(=O)Nc1ccc2c(c1)C(=O)N(C)C[C@@H](OC)[C@H](C)CN(Cc1ccccc1)[C@@H](C)CO2,0.7,-6,21,0,-3,-8,-15,-7
C[C@H](CO)N1C[C@H](C)[C@H](CN(C)S(=O)(=O)c2ccc(F)cc2)Oc2cc(C#Cc3ccc(F)cc3)ccc2S1(=O)=O,-0.7,-1,21,5,27*,7,3,-1
OCC[C@@H]1C[C@@H](O)[C@H](O)[C@@]2(CCCc3ccccc3O2)O1,0.0,2,-5,-1,.,-1,-2,-4
CC(C)Oc1ccc(C(=O)OCC(=O)NC2CCCCCC2)cc1,0.5,6,8,0,-5,-1,-1,0
O=C(COC(=O)Cc1ccc(Cl)cc1)NCc1ccc2c(c1)OCO2,0.4,-1,-3,.,-1,6,1,-2
C[C@@H]1CN([C@H](C)CO)C(=O)c2cccc(NS(=O)(=O)c3ccc(Cl)cc3)c2O[C@H]1CN(C)Cc1ccc(Oc2ccccc2)cc1,-0.1,3,13,-1,-5,10,11,0
Cc1cc(C)c(-n2c(SCC(=O)N3CCOCC3)n[nH]c2=O)c(C)c1,0.3,1,3,2,-3,-6,-5,0
CCCNC(=O)C1(C)CCCN(Cc2c(C)nn(-c3ccccc3)c2C)C1 (configuration not stated),0.0,-1,-3,0,.,-6,-10,-3

mol,XiGFP reactiv,Cneo AK release,Statin myotox sup,PGC1a acetyl inh,SIRT5 block,LGR2 inh,S100A4 MyoIIA,ERAP1 inh
COc1ccc(CCNC(=O)COC(=O)Cn2cnc3ccccc3c2=O)cc1,-0.2,3,17,2,0,-12,-2,-3
C[C@H]1CN([C@@H](C)CO)C(=O)c2cccc(NS(=O)(=O)c3ccc(Cl)cc3)c2O[C@@H]1CN(C)Cc1ccccc1,0.1,2,-7,4,-2,-3,8,1
O=C(NCc1ccccc1)c1ccc(CS(=O)Cc2ccc(Cl)cc2)o1 (configuration not stated),0.2,-2,7,-9,-2,-2,3,3
CCOC(=O)C1CCN(C(=O)COC(=O)c2cc(-c3cccs3)nn2-c2ccccc2)CC1,-0.1,0,17,.,-8,-12,-2,4
Cc1cc(NC(=O)COC(=O)CCNS(=O)(=O)c2c(Cl)cccc2Cl)no1,0.0,-2,13,5,-3,28,0,-2
CCCn1nnnc1SCC(=O)N(C(C)C)C(C)C,.,-1,.,2,-2,.,10,1
CCOc1ccc([N+](=O)[O-])cc1CNC1CCCCCCC1,0.2,-1,-40,-5,.,9,1,-2
Cc1ccc(Cc2nc(-c3cccnc3)no2)cc1,0.0,0,3,-8,-1,-9,0,3
CCC(=O)N1CC(=O)N2[C@H](CO)[C@H](c3ccc(C#CCC(C)C)cc3)[C@@H]2C1,0.0,.,.,-2,16*,-3,-3,3
O=C(CCNS(=O)(=O)c1ccc(Br)cc1)NCC(c1cccs1)N1CCOCC1 (configuration not stated),0.1,-2,-27,-4,.,2,-2,3
Cc1cc(=O)oc2c(C)c(OC3CCCCC3=O)ccc12 (configuration not stated),0.0,.,.,.,0,6,-1,-3
COc1ccc(N2CCN(C(=O)CSc3nnc(COc4cccc5cccnc45)o3)CC2)cc1,.,0,1,7,3,18,-4,-2

mol,XiGFP reactiv,Cneo AK release,Statin myotox sup,PGC1a acetyl inh,SIRT5 block,LGR2 inh,S100A4 MyoIIA,ERAP1 inh
COc1ccccc1CNC(=O)c1ccc(CS(=O)(=O)c2ccc(C)cc2)o1,0.0,-1,-6,-3,-2,9,-4,-2
COc1ccc(/C=N/NC(=O)c2cccnc2)cc1COc1ccc(NC(C)=O)cc1,-0.1,-1,6,4,0,-9,0,1
CCOC(=O)C1CCCN(CC(=O)Nc2cc(C)cc(C)c2)C1 (configuration not stated),0.2,.,?,-12,9,-3,-1,27
CN(C)S(=O)(=O)c1cc(C(=O)OCCn2cnc3c2c(=O)n(C)c(=O)n3C)ccc1Cl,0.2,.,.,5,-3,-7,2,0
Cn1ncc(SCc2ccccc2)c(Cl)c1=O,0.0,-1,.,8,-2,-13,-3,2
CCS(=O)(=O)N1CCC2(CC1)CN(Cc1cccnc1)[C@@H](CO)c1c2c2ccc(OC)cc2n1C,0.2,.,.,-3,7,1,0,3
CCCC(c1nnnn1C(C)(C)C)N1CCN(Cc2ccccc2OC)CC1 (configuration not stated),0.0,3,-3,5,2,5,0,-4
CCC(C(=O)NCc1cccnc1)n1nc(C)n2c(cc3occc32)c1=O (configuration not stated),0.0,-2,4,-5,2,6,-1,0
O=C(NC(=S)Nc1ccc2oc(=O)ccc2c1)c1ccco1,-0.1,-3,.,3,-3,-20,10,-1
O=C(COC(=O)CCc1nc2ccccc2c(=O)[nH]1)Nc1ccccc1OC(F)F,-0.1,1,-7,-1,3,5,-4,-1
COCCNC(=O)C1(C)CCN(Cc2ccc(C(C)C)cc2)C1 (configuration not stated),0.0,1,16,17,.,8,8,2
C/C(=N\O)C(C)(C)Nc1ccc(F)cc1,-0.1,.,-8,6,-2,-8,-13,4

mol,XiGFP reactiv,Cneo AK release,Statin myotox sup,PGC1a acetyl inh,SIRT5 block,LGR2 inh,S100A4 MyoIIA,ERAP1 inh
COc1ccc(NC(=O)NCCCN2CCC(Cc3ccccc3)CC2)cc1,-0.1,.,5,-10,-1,18,-34,27
O=[N+]([O-])c1ccc(NN=CCCc2ccccc2)nc1,0.1,2,0,-11,1,-79,1,1
Nc1c([N+](=O)[O-])c(=O)oc2ccccc12,0.0,.,.,-7,0,11,-6,4
Cc1ccc(C(=O)NCC(c2cccs2)N(C)C)cc1S(=O)(=O)N1CCOCC1 (configuration not stated),0.7,2,3,.,-2,-14,-1,0
CCOC(=O)N1CCN(C(=O)CSc2ccc(-c3ccc(OC)cc3)nn2)CC1,0.1,.,.,1,1,8,-10,4
COc1ccc2cc3cc(C(=O)N4CCCCC4C)oc3nc2c1 (configuration not stated),0.1,-4,-56,38,18*,-4,2,18
C/C=C/c1cnc2c(c1)C(=O)N([C@@H](C)CO)C[C@H](C)[C@H](CN(C)C(=O)Cc1ccccn1)O2,-0.6,-1,0,-4,-1,10,3,0
CN(C)C(=O)C[C@H]1CC[C@@H]2[C@H](COC[C@H](O)CN2CC2CCOCC2)O1,0.0,0,-9,6,3,-14,10,-1
CCOc1ccc(/C=C/C(O)=C2/C(=O)NC3(C)CC2c2ccccc2O3)cc1OC (configuration not stated),-0.7,0,-12,28,0,17,7,1
Cc1nn(-c2ccccc2)c(Cl)c1C(=O)Nc1c(C)n(C)n(-c2ccccc2)c1=O,.,-1,-9,-1,-1,-3,8,0
C=CCn1c(SCC(=O)N2CCN(CCO)CC2)nc2sc3c(c2c1=O)CCC3,0.4,2,.,.,2,-4,-3,1
COCCNC(=O)c1ccccc1NC(=O)c1ccccc1SC,0.0,.,.,3,1,-4,4,-1

mol,XiGFP reactiv,Cneo AK release,Statin myotox sup,PGC1a acetyl inh,SIRT5 block,LGR2 inh,S100A4 MyoIIA,ERAP1 inh
Cc1ccc(S(=O)(=O)N2[C@@H](CCO)OC[C@H]2C(C)C)cc1,-0.1,.,.,.,6,11,-4,-4
Cc1cc(C)n(S(=O)(=O)c2ccccc2[N+](=O)[O-])n1,0.2,0,26,.,-4,4,-6,-1
Cc1ccc(NC(=O)CNc2cccc(S(=O)(=O)N3CCOCC3)c2)cc1F,-0.1,0,-2,-8,-4,0,1,3
CSCC[C@H](NC(=O)OC(C)(C)C)C(=O)N/N=C/c1cccc2cccnc12,0.0,-1,8,2,-5,13,-8,3
c1c[nH]c(CN2CCN(Cc3ncc[nH]3)CC2)n1,-0.1,5,7,2,-2,.,0,-2
Cc1occc1-c1nnc(SCC(=O)Nc2ccc(F)cc2)n1Cc1ccccc1,.,2,.,5,-1,7,8,1
CC1(C)Oc2ccc3ccc(=O)oc3c2-c2cnoc21,0.0,1,-2,12,.,3,-1,56*
CCN(CC)CCN=c1c(C)nc(C#N)c(N)n1O,0.0,1,-12,3,3,4,-4,2
Cc1ccc(-n2nc3c(=O)n(CC(=O)NCCc4ccco4)nc(C)c3c2C)cc1,0.0,2,1,-13,-4,10,4,-1
CC(C)c1ccc(NC(=O)CCCN2C(=S)NC(C)(C)CC2C)cc1 (configuration not stated),0.0,2,0,4,13,-1,0,3
C[C@H](CO)N1C[C@H](C)[C@H](CN(C)Cc2ccc(C(F)(F)F)cc2)Oc2ccc(NS(C)(=O)=O)cc2CC1=O,-0.4,-3,0,0,0,4,4,5
NC(=O)CC[C@@H]1NC(=O)[C@H](Cc2ccc(O)cc2)NC(=O)c2cc([N+](=O)[O-])cc(F)c2OCC[C@@H](C(N)=O)NC1=O,-0.1,-2,5,-8,-1,-17,-8,4

Four compounds from above, ordered by the number in PGC1a acetyl inh, rising:
Compound | PGC1a acetyl inh | SIRT5 block | LGR2 inh | S100A4 MyoIIA | ERAP1 inh
Cc1ccc(-n2nc3c(=O)n(CC(=O)NCCc4ccco4)nc(C)c3c2C)cc1 | -13 | -4 | 10 | 4 | -1
C[C@H](CO)N1C[C@H](C)[C@H](CN(C)Cc2ccc(C(F)(F)F)cc2)Oc2ccc(NS(C)(=O)=O)cc2CC1=O | 0 | 0 | 4 | 4 | 5
CCN(CC)CCN=c1c(C)nc(C#N)c(N)n1O | 3 | 3 | 4 | -4 | 2
CC1(C)Oc2ccc3ccc(=O)oc3c2-c2cnoc21 | 12 | . | 3 | -1 | 56*

(list continues)
mol,XiGFP reactiv,Cneo AK release,Statin myotox sup,PGC1a acetyl inh,SIRT5 block,LGR2 inh,S100A4 MyoIIA,ERAP1 inh
Cc1ccc(NC(=O)[C@H](C)NC(=O)C2CCN(C(=O)[C@H](CC(C)C)NC(=O)OC(C)(C)C)CC2)cc1,0.0,6,-1,-5,0,-12,1,0
CC(CN1CCC(n2nccc2NC(=O)c2ccccc2Cl)CC1)c1ccccc1 (configuration not stated),0.0,5,0,-3,-2,5,-2,-1
COc1ccc(CCNC(=O)c2cc(S(=O)(=O)N3CCCCCC3)ccc2OC)cc1OC,0.6,-1,-4,-11,-2,4,-4,1
CCCC#Cc1cnc2c(c1)C(=O)N([C@H](C)CO)C[C@H](C)[C@H](CN(C)C(=O)Nc1ccc(OC)cc1)O2,0.6,0,10,3,2,0,0,7
C[C@H](CO)N1C[C@H](C)[C@H](CN(C)Cc2ccc3c(c2)OCO3)Oc2c(NC(=O)NC3CCCCC3)cccc2C1=O,-0.2,0,-22,-2,5,21,-8,6
Cc1noc(C)c1NC(=O)Nc1cccc2c1O[C@@H](CN(C)S(=O)(=O)c1ccc(F)cc1)[C@H](C)CN([C@@H](C)CO)C2=O,0.0,-1,-8,8,6,5,9,1
